Screening data from PubChem.
ELG1 repair inh = ELG1-dependent DNA repair inhibition; HEK293T ELG1-luciferase reporter, luminescence, 16 h; DNA damage induced by 5-fluorouridine; Potency, µM (series often up to 46.1 µM), inactives show top-dose activity change, negative = inhibition, most hits filed as inhibitors; actives 2.3% (n = 330,000); note: potency is the fitted concentration of half-maximal effect; % is set by controls: 0 for no effect and ±100 for the full control effect; nearly all actives have a fitted effect of over 55% in size
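In this reporter screen, reduction of luminescence relative to DMSO vehicle indicated activity. Compounds and 5-fluorouridine were added together to 2,000 cells per well, incubated for 16 hr at 37 °C, then developed with ONE-Glo.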
RORg inh = ROR gamma (mouse) transcription inhibition; P51450; Potency, µM (highest dose often 53.6 µM), for the others: at the top dose activity change, negative = inhibition, usual class: inhibitors; Drosophila S2 Gal4-RORgamma UAS-luciferase reporter, 20 h; actives 5.4% (n = 310,000); note: potency is the fitted concentration of half-maximal effect; % is set by controls: 0 for no effect and ±100 for the full control effect; nearly all actives have a fitted effect of over 60% in size
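Schneider cells (Drosophila), stable Gal4 DBD–ROR gamma + UAS-luc; 1 hr cmpd preincubation; Cu2+ induction 700 uM final; 20 hr ambient; luminescence.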
ELG1 genotoxic = inducers of genotoxicity in HEK293T ELG1-luciferase cells; actives 1.3% (n = 330,000); HEK293T ELG1-luciferase reporter, luminescence, 16 h; Potency, µM (series often up to 46 µM), inactives show top-dose activity change, positive = activation, actives largely listed as activators; note: potency is the fitted concentration of half-maximal effect; % of control where 0% means no effect; nearly all actives have a fitted effect of over 60% in size
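Quantitative HTS format in 1536-well plates. HEK293T ELG1-luciferase reporter cells receive test compound and are incubated 16 hr at 37 °C, 5% CO2; ONE-Glo added, 30 min room temperature, then luminescence read.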
TRPV1 agonist = human TRPV1 agonism; TRPV1-expressing cells, Fluo-8 calcium influx, agonist mode; activation, % at 8.33 µM; actives 0.19% (n = 320,000); AID 540275; in the data active = activation above about 80%; inconclusive = between about 30% and that limit; note: 0% is about no effect
Target sequence (Q8NER1 whole entry, looked up): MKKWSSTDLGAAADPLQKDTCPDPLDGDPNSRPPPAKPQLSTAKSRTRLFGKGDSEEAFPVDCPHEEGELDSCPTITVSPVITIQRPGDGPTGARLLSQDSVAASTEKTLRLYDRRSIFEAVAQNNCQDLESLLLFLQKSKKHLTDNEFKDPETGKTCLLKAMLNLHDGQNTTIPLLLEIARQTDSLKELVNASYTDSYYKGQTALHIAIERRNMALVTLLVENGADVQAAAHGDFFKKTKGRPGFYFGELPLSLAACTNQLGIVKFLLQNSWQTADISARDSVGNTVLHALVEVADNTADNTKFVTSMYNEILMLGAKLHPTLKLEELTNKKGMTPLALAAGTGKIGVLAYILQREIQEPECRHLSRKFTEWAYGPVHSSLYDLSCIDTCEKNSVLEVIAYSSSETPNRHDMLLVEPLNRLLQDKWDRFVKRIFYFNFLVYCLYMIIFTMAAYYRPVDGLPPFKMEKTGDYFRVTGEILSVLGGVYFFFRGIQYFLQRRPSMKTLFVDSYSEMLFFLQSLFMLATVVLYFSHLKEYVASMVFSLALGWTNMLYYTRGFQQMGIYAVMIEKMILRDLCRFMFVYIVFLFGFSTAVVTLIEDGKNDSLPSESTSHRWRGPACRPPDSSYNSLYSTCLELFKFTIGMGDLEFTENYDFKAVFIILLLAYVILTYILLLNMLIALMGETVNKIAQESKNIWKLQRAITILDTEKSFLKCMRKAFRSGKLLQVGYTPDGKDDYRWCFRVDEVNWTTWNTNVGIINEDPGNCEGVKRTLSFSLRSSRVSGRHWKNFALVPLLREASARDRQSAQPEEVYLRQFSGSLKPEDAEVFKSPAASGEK
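Cells expressing TRPV1 were dye-loaded with Fluo-8 and read kinetically: 10 s baseline, 3 min after compound (agonist portion), then 2 min after EC20 capsaicin (allosteric enhancer portion). Calcium-bound dye fluorescence at 480/520 nm.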
NPC1 prom act = NPC1 promoter activation | actives 2.4% (n = 320,000) | Huh7 NPC1 promoter luciferase reporter, 24 h | Potency, µM (top dose mostly 9.22 µM), for the others: at the top dose activation, actives largely listed as activators;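 note: potency is the fitted concentration of half-maximal effect; % of control where 0% means no effect; nearly all actives have a fitted effect of over 60% in size; reporter is driven by a mutant NPC1 promoter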
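Luminescence from an NPC1 promoter-driven luciferase reporter in stably transfected Huh7 cells was measured after 24 h compound treatment at 37 °C, followed by 10 min ambient incubation with luciferase detection reagent.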
BRCA1 expr act = BRCA1 expression activation; actives 1.1% (n = 380,000); AID 624202; Potency, µM (doses to about 46.1 µM), for inactives: at the highest dose activation, actives largely listed as activators; MCF7-BRCA1-FFLuc reporter, luminescence, 48 h; response scale: scaled: vehicle 0%, 10 µM genistein 100%; note: potency is the fitted concentration of half-maximal effect; nearly all actives have a fitted effect of over 80% in size; some results filed as inactive show a strong effect at the top dose
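First, MCF7-BRCA1-FFLuc cells (2000/well) attach for 2 h; next, compounds are pin-added and incubated 48 h at 37 °C; finally, luciferase reagent is added and luminescence read after 15 min.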
FLuc counter = counter-screen for miR-21 project: firefly luciferase inhibitors or activators; P08659; purified FLuc, Km substrates, luminescence inhibition; Potency, µM (highest dose often 57.5 µM), for the others: top-dose activity change, negative = inhibition, usual class: inhibitors; actives 6.9% (n = 360,000); AID 588342;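 note: potency is the fitted concentration of half-maximal effect; plate controls were vehicle for no effect and reference inhibitor for full effect; nearly all actives have a fitted effect of over 55% in size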
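Purified P. pyralis luciferase, 10 nM final, with Km-level 10 uM D-luciferin and 10 uM ATP in 50 mM Tris acetate pH 7.5, 10 mM Mg acetate, 0.01% Tween-20, 0.05% BSA; 6-point qHTS titration about 60 µM downward; luminescence read.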
Gal4-VP16 FLuc = counter-screen for ROR gamma inhibitors: Gal4-VP16 reporter; Drosophila S2 Gal4-VP16 UAS-luciferase, luminescence, 20 h; actives 3.5% (n = 310,000); Potency, µM (doses to about 53.6 µM), for the others: top-dose activity, negative = inhibition, usual class: inhibitors; AID 2546;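 note: Gal4-VP16 expression switched on by copper sulfate through the metallothionein promoter; potency is the fitted concentration of half-maximal effect; % is set by controls: 0 for no effect and ±100 for the full control effect; nearly all actives have a fitted effect of over 50% in size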
p53 reactivation = restores transcriptional activity of mutant p53. H1299 p53-A138V BP100-luciferase reporter, luminescence, 24 h. Potency, µM (top dose mostly 92.2 µM), without a hit: at the top dose activity change, positive = activation, hits mostly activators. actives 0.063% (n = 320,000). AID 504706; note: potency is the fitted concentration of half-maximal effect; % of control where 0% means no effect; nearly all actives have a fitted effect of over 45% in size
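p53-null H1299 cells stably carrying temperature-sensitive p53-A138V and a BP100-luciferase reporter were pinned with compounds (4-point, 1:5 series) and held 24 hrs at 37 deg C. Luminescence was read 10 min after detection reagent.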
Tb PFK block = T. brucei PFK enzyme inhibition; actives 0.17% (n = 330,000); T. brucei PFK, ADP-Glo luminescence; Potency, µM (series often up to 57.5 µM), inactives show at the highest dose activity, negative = inhibition, usual class: inhibitors; AID 485367;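 note: potency is the fitted concentration of half-maximal effect; 0% = uninhibited 1x PFK enzyme wells and -100% = no-enzyme wells; nearly all actives have a fitted effect of over 60% in size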
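In TEA buffer at pH 8.0 with 5 mM MgCl2, enzyme (1.25 nM) converted F6P (0.5 mM) and ATP (0.1 mM) for 45 min at room temperature. ADP product was read by luciferase luminescence.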
Rab9 prom act = activators of Rab9 promoter; Huh7 Rab9 promoter-luciferase reporter, luminescence, 24 h; Potency, µM (titrated, usually from 9.22 µM), for the others: at the highest dose activation, negative = inhibition, usual class: activators; actives 2.8% (n = 320,000); AID 485297; note: potency is the fitted concentration of half-maximal effect; % of control where 0% means no effect; nearly all actives have a fitted effect of over 60% in size
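Huh7 reporter line, Rab9 promoter upstream of luciferase. Compound exposure 24 h at 37 °C in reduced-serum medium with 10% FBS. Read-out: luminescence.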
Active calls of the source: *; ? = inconclusive; / = no result given; & = joins results of further samples; [ ] = remark or other dose. Unless noted, calls come from the whole dose curve; as a rule, active = well fitted curve in the direction sought with a large enough effect; inconclusive = small, poorly fitted or top-dose-only effect, or another doubt; inactive = no such curve, though single readings can be large; an effect the other way counts as inactive or inconclusive. Not a hit list; any-hit rate near 15%.

1) Cc1cccc(CS(=O)(=O)Cc2ccc(C(=O)NCC3CCCO3)o2)c1 (configuration not stated)
2) O=C(O)C1CCC(N2C(=O)c3cccc([N+](=O)[O-])c3C2=O)CC1 (configuration not stated)
3) C[C@@H]1CN([C@H](C)CO)C(=O)Cc2cc(NS(=O)(=O)c3ccc(F)cc3)ccc2O[C@H]1CN(C)Cc1ccc(C(=O)O)cc1
4) Cc1cc(C)c(S(=O)(=O)N(C)CC(=O)NC2CCCC2)c(C)c1
5) CCOC(=O)CC(=O)CSc1nc2sc(C)cc2c(=O)n1Cc1ccco1
6) CCSc1ncc(/C=N/Nc2ccc([N+](=O)[O-])cc2)n1C
7) Cc1ccsc1C1C(C#N)=C(N)OC2=C1C(=O)CCC2 (configuration not stated)
8) CCc1ccc(NC(=O)C2CCN(S(=O)(=O)c3cnc[nH]3)CC2)cc1
Screen / compound no.	1	2	3	4	5	6	7	8
FLuc counter	3%	6%	/	3%	3%	?	-3%	-2%
Tb PFK block	0%	3%	7%	9%	25%	-11%	21%	-8%
ELG1 genotoxic	-4%	-5%	-1%	-6%	-15%	?	3%	1%
Gal4-VP16 FLuc	4%	-4%	/	1%	22µM*	1%	?	6%
p53 reactivation	-1%	?	4%	-3%	-14%	15%	-1%	5%
RORg inh	-1%	?	/	-11%	?	14%	?	5%
BRCA1 expr act	-2%	7%	0%	-3%	-45%	?	0%	17%
ELG1 repair inh	-14%	10%	14%	2%	?	?	-1%	23%
TRPV1 agonist	0	0	/	20	0	1	-5	2
Rab9 prom act	0%	2%	/	1%	1%	0.71µM*	2%	-2%
NPC1 prom act	-7%	1%	/	1%	7%	0.79µM*	-3%	-4%

9) CCN(C(=O)COC(=O)c1ccc(Cl)cc1N)C1CCCCC1
10) Cn1c(CNC(=O)c2ccco2)nnc1SCC(=O)N1CCN(c2ccccc2F)CC1
11) Cn1nc(C(F)(F)F)c(C(=O)Nc2ccc(F)cc2)c1Cl
12) COc1ccc(OC)c(NC(=O)CCc2nnc3ccc(NCc4ccco4)nn23)c1
13) COc1ccc(N2CCN(C(=O)c3cc4ccccc4o3)CC2)cc1
14) CN(CC(=O)NCc1cccnc1)S(=O)(=O)c1ccc2c(c1)c(=O)n(C)c(=O)n2C
15) CN(C)S(=O)(=O)c1cc(C(=O)NCC2CCCO2)c(Cl)cc1Cl (configuration not stated)
16) CN(c1ccccc1)S(=O)(=O)c1cccc(NC(=O)CC(C)(C)C)c1
Screen / compound no.	9	10	11	12	13	14	15	16
FLuc counter	-11%	0%	-1%	0%	-1%	-3%	3%	2%
Tb PFK block	-2%	-5%	4%	0%	0%	2%	-7%	0%
ELG1 genotoxic	-1%	0%	-3%	3%	6%	1%	3%	-2%
Gal4-VP16 FLuc	1%	-3%	-7%	-10%	-10%	-9%	0%	4%
p53 reactivation	-5%	1%	-1%	-3%	0%	-2%	-4%	5%
RORg inh	-9%	-12%	3%	4%	-2%	-29%	-35%	22%
BRCA1 expr act	0%	-2%	2%	-5%	6%	0%	-39%	-46%
ELG1 repair inh	4%	2%	-14%	-8%	0%	15%	7%	?
TRPV1 agonist	24	-6	-1	-1	-4	-3	-2	23
Rab9 prom act	-2%	2%	4%	1%	-5%	-3%	-7%	-4%
NPC1 prom act	-1%	1%	-3%	-2%	10%	0%	-2%	0%

17) O=C1c2c(O)cccc2Cc2cccc(O)c21
18) CCCNc1nc(NCC)nc(OC)n1
19) COc1ccc(CNC(=O)C2CCC(CNc3nc(=S)[nH]c4ccccc34)CC2)cc1 (configuration not stated)
20) NCC(=O)NNC(=O)OCC1c2ccccc2-c2ccccc21
21) O=C(COC(=O)c1c(Cl)cccc1Cl)Nc1ccccc1Br
22) CCc1nccn1S(=O)(=O)c1ccc(Br)cc1Br
23) CCOc1ccccc1Nc1nc2ccccc2[nH]1
24) CCN(CC)CCn1c(NCc2ccc(OC)cc2)nc2ccccc21
Screen / compound no.	17	18	19	20	21	22	23	24
FLuc counter	15%	11%	-2%	3%	?	0%	?	0%
Tb PFK block	2%	-2%	-5%	2%	-1%	2%	-3%	/
ELG1 genotoxic	5%	4%	-2%	0%	3%	-2%	-6%	/
Gal4-VP16 FLuc	1%&6%	-1%	?	-6%	?	0%	?	10%
p53 reactivation	-5%	-4%	1%	/	12%	-3%	?	/
RORg inh	-7%&6%	10%	?	-11%	3%	0%	-4%	-35%
BRCA1 expr act	18%	20%	/	-3%	81%	-16%	-4%	-5%
ELG1 repair inh	7%	?	-22%	?	?	2%	?	/
TRPV1 agonist	0	2	1	3	24	0	5	16
Rab9 prom act	-2%	-18%	-3%	-1%	2%	-4%	-1%	/
NPC1 prom act	-2%	-2%	-4%	3%	10%	-6%	8%	/

From compound 21 as far as 24, copied from above:
21) O=C(COC(=O)c1c(Cl)cccc1Cl)Nc1ccccc1Br
22) CCc1nccn1S(=O)(=O)c1ccc(Br)cc1Br
23) CCOc1ccccc1Nc1nc2ccccc2[nH]1
24) CCN(CC)CCn1c(NCc2ccc(OC)cc2)nc2ccccc21
Screen / compound no.	21	22	23	24
FLuc counter	?	0%	?	0%
Tb PFK block	-1%	2%	-3%	/
ELG1 genotoxic	3%	-2%	-6%	/
Gal4-VP16 FLuc	?	0%	?	10%
p53 reactivation	12%	-3%	?	/
RORg inh	3%	0%	-4%	-35%
BRCA1 expr act	81%	-16%	-4%	-5%
ELG1 repair inh	?	2%	?	/
TRPV1 agonist	24	0	5	16
Rab9 prom act	2%	-4%	-1%	/
NPC1 prom act	10%	-6%	8%	/

Next section.
25) Cc1ccc(S(=O)(=O)N2CCCC(C(=O)NCCCN3CCCCC3C)C2)cc1 (configuration not stated)
26) CC(=O)c1ccc(NC(=O)CCc2nnc3ccc(N4CCC5(CC4)OCCO5)nn23)cc1
27) Cc1ccc(NCCC(=O)c2ccccc2)cc1Cl
28) CCOC(=O)C1=C(C)OC(N)=C(C#N)C1c1ccc(OC)c(CSc2ccccn2)c1 (configuration not stated)
29) Cc1cc(N2C(=O)C(O)=C(C(=O)c3ccc(C)o3)C2c2ccc(OCc3ccccc3)cc2)no1 (configuration not stated)
30) Cn1ccnc1C(=O)c1ccc(NN)c([N+](=O)[O-])c1
31) O=C1N/C(=C\c2ccccc2)c2ccccc21
32) COc1ccc([N+](=O)[O-])cc1NC(=O)Nc1ccc(OC)c(OC)c1
Screen / compound no.	25	26	27	28	29	30	31	32
FLuc counter	0%	?	-1%	-5%	0%	4%	?	-11%
Tb PFK block	0%	0%	1%	0%	0%	2%	-9%	-10%
ELG1 genotoxic	-1%	?	?	-3%	4%	7%	?	-6%
Gal4-VP16 FLuc	-6%	?	5%	-4%	1%	-11%	/	?
p53 reactivation	-2%	?	2%	-3%	3%	-3%	9%	-7%
RORg inh	-17%	25%	2%	14%	-4%	-42%	-1%[0.365 µM]	?
BRCA1 expr act	-9%	78%	19%	4%	0%	-22%	-75%	-22%
ELG1 repair inh	11%	?	?	16%	-7%	13%	21%	15µM*
TRPV1 agonist	-1	-1	?	14	3	-2	1	-4
Rab9 prom act	0%	22%	16%	-2%	0%	-4%	-12%	-4%
NPC1 prom act	0%	29%	14%	-2%	-1%	0%	-11%	0%

33) CC(C)[C@H](N)c1cn([C@@H](CO)C(=O)N2CCNCC2)nn1
34) COCC(=O)Nc1cc(OC)cc(OC)c1
35) Brc1ccc(-c2nnc3c4ccccc4nc(N4CCOCC4)n23)cc1
36) CCNC(=S)N/N=C/c1cc(Br)cc(Br)c1OC
Screen / compound no.	33	34	35	36
FLuc counter	-2%	4%	-14%	1%
Tb PFK block	-3%	1%	2%	-3%
ELG1 genotoxic	1%	-1%	0%	10%
Gal4-VP16 FLuc	/	3%	6%	2.5µM*
p53 reactivation	1%	-3%	23%	-5%
RORg inh	/	-8%	17%	1.1µM*
BRCA1 expr act	-6%	-7%	-29%	-28%
ELG1 repair inh	1%	0%	22%	-9%
TRPV1 agonist	-3	-2	2	-2
Rab9 prom act	0%	3%	0%	-10%
NPC1 prom act	-5%	3%	-1%	-4%
